Screening data: PubChem, several laboratories
CIT2-GFP yeast: alters CIT2-GFP fluorescence in TOR pathway yeast screen; S. cerevisiae CIT2-GFP strain, flow cytometry, 3 h; 100 means same as DMSO wells; GFP response vs DMSO, % at 10 µM; 0.065% of 320,000 active;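 active means GFP response relative to DMSO above a set limit, near the screen mean plus 3 SD, cut at about 150% in these data; inconclusive means Fewer than 70 cells measured for a yeast strain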;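 further: ratio of well median GFP fluorescence to mean of DMSO wells on the plate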
LAP4-GFP MLPCN: alters LAP4-GFP fluorescence in TOR pathway yeast screen; AID 2023; S. cerevisiae LAP4-GFP multiplex, flow cytometry GFP, 3 h; median GFP as percent of DMSO wells; GFP response vs DMSO, % at 10 µM; 0.34% of 320,000 active;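 active means GFP response vs DMSO above a set limit, about the screen mean plus 3 SD, cut at about 150% in these data; inconclusive means under 70 cell events counted for the yeast strain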
MEP2-GFP yeast: modulators of TOR pathway MEP2-GFP in S. cerevisiae | S. cerevisiae MEP2-GFP strain, flow cytometry GFP, 3 h; 100% = DMSO control level | GFP response vs DMSO, % at 10 µM | 0.51% of 330,000 active | AID 2016;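 active means GFP response versus DMSO above a set limit, roughly screen mean plus 3 SD, cut at about 180% in these data; inconclusive means fewer than 70 cells counted for a yeast strain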;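 further: median GFP fluorescence of the barcode-gated MEP2-GFP cells per well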
procasp7 counter: counter-screen for procaspase-3 activators: activators of human procaspase-7; P55210; activation, % at 8.5 µM; recombinant procaspase-7, Ac-DEVD-pNA absorbance 405 nm; D23A/D198A/D206A triple mutant, cannot self-cleave; scale: DMSO 0, 5 µM enzyme 100; AID 463210; 0.093% of 330,000 active;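 active means percent activation above the screen-wide mean plus 3 SD, cut at about 25% in these data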
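Assay system: Uncleavable procaspase-7 mutant enzyme | Input: 2 µM procaspase-7 mutant as dispensed | Timing: 1 h compound preincubation, 2 h substrate cleavage, 25 °C | Repeats: One well per compound | Control set: DMSO wells as 0%, DMSO with 5 µM added PC-7 as 100% | Technique: Epi-absorbance of released pNA at 405 nm, two timepoints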
AGP1 TOR yeast: alters AGP1-GFP fluorescence in TOR pathway yeast screen | S. cerevisiae AGP1-GFP multiplex flow cytometry, 3 h; GFP as percent of DMSO wells | GFP response vs DMSO, % at 10 µM | 0.02% of 320,000 active | AID 2066;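 active means GFP response relative to DMSO above a set limit, near screen average plus 3 SD, cut at about 150% in these data; inconclusive means fewer than 70 cells counted for the yeast strain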;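 further: median GFP channel fluorescence of the gated AGP1 strain per well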
AHR activator: activators of human aryl hydrocarbon receptor. P35869. AHR-responsive luciferase reporter cells, luminescence. activation, % at 5 µM. 2.5% of 320,000 active. AID 2796; in the data active means activation above about 47%;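 further: 0% = vehicle wells and 100% = reference agonist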
Target sequence (P35869 whole entry, looked up): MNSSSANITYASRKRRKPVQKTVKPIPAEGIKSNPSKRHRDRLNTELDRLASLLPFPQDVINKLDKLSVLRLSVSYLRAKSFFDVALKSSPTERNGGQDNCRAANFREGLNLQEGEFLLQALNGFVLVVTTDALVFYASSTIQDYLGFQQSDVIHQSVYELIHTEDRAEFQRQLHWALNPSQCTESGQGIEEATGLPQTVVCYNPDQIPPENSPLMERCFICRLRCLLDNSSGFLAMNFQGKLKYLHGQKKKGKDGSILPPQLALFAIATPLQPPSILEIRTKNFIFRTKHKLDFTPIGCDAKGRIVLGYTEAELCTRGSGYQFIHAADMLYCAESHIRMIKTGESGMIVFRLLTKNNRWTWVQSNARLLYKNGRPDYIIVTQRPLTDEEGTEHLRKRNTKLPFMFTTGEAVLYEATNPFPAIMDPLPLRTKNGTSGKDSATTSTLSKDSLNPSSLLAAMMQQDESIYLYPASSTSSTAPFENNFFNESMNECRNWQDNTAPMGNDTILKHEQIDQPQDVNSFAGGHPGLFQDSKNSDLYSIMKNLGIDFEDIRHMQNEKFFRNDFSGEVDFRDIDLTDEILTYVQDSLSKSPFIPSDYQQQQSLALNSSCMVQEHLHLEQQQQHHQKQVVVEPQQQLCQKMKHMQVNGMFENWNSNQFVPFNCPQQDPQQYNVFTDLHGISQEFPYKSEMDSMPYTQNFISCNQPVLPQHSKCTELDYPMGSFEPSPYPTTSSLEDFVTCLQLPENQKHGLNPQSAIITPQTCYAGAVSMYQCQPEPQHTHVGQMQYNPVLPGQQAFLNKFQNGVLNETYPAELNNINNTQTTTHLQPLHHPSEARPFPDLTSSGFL
procasp3 activ: activates human procaspase-3 | AID 463141 | recombinant procaspase-3 D3A, Ac-DEVD-pNA absorbance 405 nm | 0.11% of 330,000 active | activation, % at 8.5 µM;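 active means activation above the mean of all tested compounds plus 3 SD, cut at about 21% in these data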;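 further: 0% = DMSO alone and 100% = DMSO wells spiked with extra 5 µM PC-3 D3A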
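Assay system – Procaspase-3 D3A mutant, all three cleavage aspartates alanine · Controls – DMSO-only low control, 5 µM PC-3 D3A high control · Schedule – 1 h compound preincubation, 2 h substrate hydrolysis at 25 °C · Signal – 405 nm absorbance of p-nitroaniline, reads at 0 and 120 min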
RPL19A-GFP yeast: alters RPL19A-GFP fluorescence in TOR pathway yeast screen. AID 2025. S. cerevisiae RPL19A-GFP strain, flow cytometry, 3 h; active compounds read low. percent response vs DMSO, % at 10 µM. 0.3% of 330,000 active;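 active means percent response vs DMSO below 50%; inconclusive means fewer than 70 events counted for the yeast strain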;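 further: median channel GFP fluorescence of the barcoded RPL19A-GFP strain; ratio of sample median GFP to plate DMSO average so 100% = DMSO; lower means less RPL19A-GFP as with rapamycin TOR inhibition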
The depositor's hits bear a star; ? = inconclusive. Not a hit list, and some 3.5% of all compounds hit somewhere here.

SMILES | CIT2-GFP yeast | LAP4-GFP MLPCN | MEP2-GFP yeast | procasp7 counter | AGP1 TOR yeast | AHR activator | procasp3 activ | RPL19A-GFP yeast
Nc1nc(CSC(=S)N2CCCCC2)nc(Nc2ccccc2)n1 | 105 | 91 | 99 | -3 | 100 | 23 | 1 | 101
CCCn1ncc(OC)c(Cl)c1=O | 105 | 111 | 109 | 11 | 104 | 2 | 7 | 105
N#Cc1ccccc1NC(=O)COc1ccccc1C(=O)Nc1ccccc1 | 86 | 101 | 100 | 11 | 94 | 93* | 13 | 95
Cc1cc(C)c(S(=O)(=O)N(C)CC(=O)NCCN2CCOCC2)c(C)c1 | 90 | 88 | 93 | -11 | 90 | 2 | -4 | 95
NS(=O)(=O)c1ccc(NN=C2CCCCC2)c([N+](=O)[O-])c1 | 104 | 100 | 108 | -4 | 110 | 9 | -4 | 108
CCOC(=O)CNC(=O)c1cnn2cccnc12 | 91 | 101 | 98 | -3 | 107 | 0 | 2 | 101
Cc1ccc(C(=O)N/C(=C\c2ccco2)C(=O)NCCN2CCOCC2)cc1C | 93 | 109 | 105 | 0 | 97 | -3 | 3 | 95
Cc1cc(Br)ccc1NC(=O)C1CSC2(C)CCC(=O)N12 (configuration not stated) | 93 | 98 | 98 | 9 | 96 | 2 | -1 | 95
Cc1cc(C)n(C(=O)/C(C#N)=C/N(C)C)n1 | 106 | 100 | 98 | -5 | 99 | 5 | 0 | 104
COc1cc(OC)cc(-c2c(C#Cc3ccsc3)c3cc(-c4ccc5cc[nH]c5c4)ccc3n2C)c1 | 99 | 104 | 95 | -2 | 96 | 25 | -1 | 102
Cc1ccccc1/C=C/C(=O)N1CCOCC1 | 106 | 91 | 94 | 6 | 86 | 11 | 2 | 93
O=C1C(C2=NC(C(=O)O)C3C(=O)N(c4ccccc4)C(=O)C23)=C(O)c2ccccc21 (configuration not stated) | 92 | 93 | 94 | 6 | 95 | 3 | -4 | 94
CCOC(=O)N1CCC(NC(=O)c2cc(C(=O)Nc3ccc(S(=O)(=O)N4CCCCC4)cc3)ccc2CO)CC1 | 84 | 93 | 82 | -1 | 91 | 2 | -6 | 91
COCCCNc1nc2ccccc2nc1NS(=O)(=O)c1ccc(F)cc1 | 101 | 107 | 100 | -1 | 94 | 3 | 2 | 93
Cc1cc(C)cc(NS(=O)(=O)c2ccc(Oc3ncc(C(F)(F)F)cc3Cl)cc2)c1 | 99 | 103 | 105 | -1 | 101 | 6 | -1 | 102
CSc1ccccc1C(=O)OCC(=O)NCCN1C(=O)CSC1=O | 100 | 100 | 105 | 3 | 101 | 3 | 14 | 103
O=C(C[n+]1ccc(C(=O)c2ccccc2)cc1)Nc1ccccc1OC(F)F | 100 | 93 | 110 | 1 | 100 | -1 | -4 | 97
CCCN(C(=O)c1c(CC)noc1C)c1c(N)n(Cc2ccccc2)c(=O)[nH]c1=O | 91 | 97 | 99 | 2 | 96 | -1 | 7 | 95
CCCCCCN(C(=O)CCCCCN1C(=O)NC(c2cccc([N+](=O)[O-])c2)C(C(=O)OCc2ccccc2)=C1C)C(C(=O)NCCCC)c1ccc(OCC(=O)OC)c(C(=O)OC)c1 (configuration not stated) | 99 | 125 | 94 | 8 | 91 | 2 | 9 | 103
N#Cc1cc2c(ccc3ccccc32)oc1=O | 92 | 100 | 101 | 7 | 100 | 4 | 3 | 93
CCOc1ccccc1/C=N/Nc1nc(C)cc(=O)[nH]1 | 101 | 107 | 94 | -2 | 99 | 7 | -3 | 100
COc1ccccc1CNC(=O)COc1ccc(C)cc1 | 96 | 102 | 104 | -5 | 93 | 0 | 4 | 99
CC(=O)c1ccc(NC(=O)CSc2ccc(-c3ccco3)nn2)cc1 | 92 | 94 | 94 | -17 | 97 | 5 | -12 | 101
CC1=C(C(=O)OCc2ccccc2)C(c2ccc3ccccc3c2)NC(=O)N1CCCCCC(=O)O (configuration not stated) | 94 | 110 | 89 | -6 | 96 | 5 | 1 | 93
CCOC(=O)N1CCN(c2nc(=S)n(-c3ccccc3)c(C)c2C(C)=O)CC1 | 101 | 97 | 100 | 5 | 104 | -1 | -9 | 103

(further entries)
SMILES | CIT2-GFP yeast | LAP4-GFP MLPCN | MEP2-GFP yeast | procasp7 counter | AGP1 TOR yeast | AHR activator | procasp3 activ | RPL19A-GFP yeast
Cc1c(C#N)c2ccccc2n1CC(=O)N1CCCC1 | 87 | 90 | 96 | -2 | 92 | 3 | -5 | 93
CCCN1C(=O)c2ccccc2NC1c1ccc(Br)cc1 (configuration not stated) | 83 | ? | 86 | -5 | 104 | 8 | -1 | 89
O=c1cc(-c2ccncc2)oc2ccccc12 | 102 | 111 | 123 | 2 | 90 | -7 | 3 | 98
Cc1ccc2c(c1)-n1c(nc3ccccc3c1=O)C(Cc1ccc(O)cc1)NC2=O (configuration not stated) | 95 | 86 | 92 | 13 | 93 | 2 | 2 | 92
O=S(=O)(c1ccc(C(F)(F)F)cc1)N1CCCN(c2ccc(C(F)(F)F)cn2)CC1 | 100 | 115 | 101 | 5 | 101 | 1 | 18 | 102
CC1CC(C)CN(C(=O)COC(=O)c2cccc([N+](=O)[O-])c2)C1 (configuration not stated) | 102 | 100 | 124 | -2 | 91 | -1 | -5 | 93
COc1ccc(OCC(=O)OCC(=O)Nc2cc(S(=O)(=O)N3CCOCC3)ccc2Cl)cc1 | 91 | 105 | 100 | 15 | 97 | 0 | 5 | 95
CCCc1cc(=O)n2nc(N3CCC(C(=O)Nc4cccc(C(C)=O)c4)CC3)sc2n1 | 103 | 88 | 113 | -5 | 97 | 4 | 0 | 104
COc1cc2c(cc1OC)CN(CC(=O)Nc1ccc(C)c(S(=O)(=O)N3CCOCC3)c1)CC2 | 100 | 96 | 103 | 5 | 102 | -2 | 6 | 103
Cc1ccc(S(=O)(=O)NCCC(=O)N2CCC(C(N)=O)CC2)cc1C | 99 | 104 | 107 | 14 | 99 | -1 | 2 | 98
C=CCn1c(N2CCOCC2)nc2c1c(=O)[nH]c(=O)n2C | 91 | ? | ? | 2 | ? | 0 | -3 | 95
CCOC(=O)[C@H]1[C@H]2COc3cc(OC)ccc3[C@@H]2N2C(=O)CN(Cc3ccccc3)C(=O)[C@@]12C | 89 | 93 | 94 | 4 | 96 | -5 | -6 | 93
CS(=O)(=O)Nc1ccc(C(=O)Nc2ccccc2Cl)cc1 | 94 | 105 | 92 | 4 | 104 | -1 | -3 | 100
O=C(NCC1CCCO1)C(=O)N/N=C/c1ccccc1C(=O)O (configuration not stated) | 106 | 99 | 107 | -1 | 103 | 0 | 3 | 102
O=C(COC(=O)c1ccc(S(=O)(=O)N2CCCCCC2)cc1)NCc1ccc(Cl)cc1 | 100 | 103 | 116 | 12 | 94 | 0 | 5 | 100
CCCCOc1ccc(-c2nnc(-c3ccncc3)o2)cc1 | 91 | 107 | 94 | 12 | 88 | 27 | -1 | 94
CN(C)c1ccc(C(=O)NNC(=O)C23CC4CC(CC(C4)C2)C3)cc1 | ? | ? | ? | 10 | ? | 2 | 5 | ?
Cc1nc2ccccc2cc1O | 97 | 94 | 104 | -2 | 99 | 19 | -1 | 101
O=C(Nc1ccccc1)/C(=C/c1ccc(F)cc1)NC(=O)c1ccco1 | 89 | 76 | 93 | 7 | 94 | 16 | 2 | 97
CCCCN(C)CCCNC(=O)c1cc(=O)[nH]c2ccc(S(=O)(=O)N3CCCCC3C)cc12 (configuration not stated) | 104 | 99 | 99 | 12 | 93 | 0 | 6 | 106
O=C(c1ccco1)N1CCCC(c2nc(-c3ccc(S(=O)(=O)NCc4ccccc4)cc3)no2)C1 (configuration not stated) | 96 | 96 | 94 | 8 | 96 | -2 | -4 | 95
Cc1cn(S(=O)(=O)c2ccccc2[N+](=O)[O-])cn1 | 100 | 99 | 104 | 5 | 98 | -2 | -4 | 98
CCN(CCCNC(=O)CN(C)S(=O)(=O)c1cccc2nsnc12)c1ccccc1 | 97 | 107 | 105 | 7 | 102 | 8 | 6 | 103
Cc1nc2ccccn2c1C(=O)N/N=C/c1ccc(F)cc1 | 96 | 90 | 101 | 4 | 96 | 6 | 4 | 99
Nc1ccc(C(=O)Nc2ccc3nc(-c4cccnc4)[nH]c3c2)cc1 | 106 | 96 | 105 | -2 | 103 | 3 | 5 | 101

The listing continues:
SMILES | CIT2-GFP yeast | LAP4-GFP MLPCN | MEP2-GFP yeast | procasp7 counter | AGP1 TOR yeast | AHR activator | procasp3 activ | RPL19A-GFP yeast
CCOC(=O)c1cn2nc(N3CCCCC3)ccc2n1 | 87 | 110 | 94 | -2 | 95 | -6 | 6 | 95
Cc1ccc(C(=O)OCC(=O)c2c[nH]c3ccccc23)cc1NC(=O)c1ccco1 | 99 | 95 | 101 | -4 | 101 | 22 | -1 | 101
CN(C)S(=O)(=O)c1cc(NC(=O)COC(=O)CC2Sc3ccccc3NC2=O)ccc1Cl (configuration not stated) | 106 | 94 | 96 | 0 | 103 | 15 | 2 | 100
Cn1c(=O)cc(OCC(=O)NCCCN2CCN(c3cccc(Cl)c3)CC2)c2ccccc21 | 115 | 103 | 114 | 12 | 107 | 18 | -10 | 101
O=C(CSc1nc(=O)n2ccccc2n1)OCc1ccccc1 | 107 | 96 | 100 | 2 | 101 | -2 | -4 | 97
O=[N+]([O-])c1cccnc1Sc1ccc(F)cc1 | 86 | 106 | 100 | 6 | 102 | -1 | -9 | 98
CCOc1ccc(/C=N/NC(=O)c2cc3c(OC)cc(OC)cc3[nH]2)cc1OC | 103 | 90 | 106 | 3 | 103 | 85* | 8 | 104
CC(C)Sc1nc(C(F)(F)F)cc(=O)n1-c1ccccc1 | 102 | 103 | 113 | -6 | 108 | 1 | 4 | 101
COc1cc(OC)cc(C(=O)NNS(=O)(=O)c2ccc(F)cc2)c1 | 101 | 95 | 95 | -5 | 100 | 24 | 1 | 97
Cc1ccc(SCc2nc3ccccc3n2CC(=O)Nc2ccccc2)cc1 | 110 | 109 | 112 | -1 | 109 | 3 | 1 | 109
